# CXXC DNA block – inhibitors of human MLL CXXC domain-DNA interaction. Q03164. Potency, µM (titrated, usually from 115 µM), for the others: at the highest dose activity change, negative = inhibition, usual class: inhibitors. 290,000 compounds, 0.037% hits. MLL-CXXC / FITC-HOXA9 DNA fluorescence polarization; active = well fitted inhibition curve with a large enough effect in the polarisation, with a control signal flat, not every such curve was filed as active; inconclusive = small, poorly fitted or top-dose-only effect, or effect the other way, or a change in a side signal; inactive = no such curve, though single readings can be large or run the other way; the % refers to the polarisation; also: potency is read from the fitted curve at half-maximal effect
#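 Purified MLL-CXXC (added from a 7 uM solution) was preincubated 5 min at ambient with pinned compounds in 50 mM Tris-HCl pH 7.5, 50 mM NaCl, 1 mM DTT, 0.05% BSA. Fluorescein-labeled HOX-A9 DNA (50 nM solution) followed, 30 min, then polarization read.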
# A-T KAP1 phos – potential ataxia-telangiectasia treatment | […] A-T fibroblasts, KAP-1 phosphorylation AlphaLISA; neocarzinostatin DNA damage 30 min before lysis | AID 485349 | 320,000 compounds, 0.19% hits | Potency, µM (series often up to 57.5 µM), without a hit: top-dose activation, most hits filed as activators; also: potency is read from the fitted curve at half-maximal effect; % of control where 0% means no effect; nearly all actives have a fitted effect of over 45% in size
#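 hTERT-immortalized A-T patient fibroblasts ([…]), 500 cells/well in OPTI-MEM, 1% FBS, got compounds for 60 min, then NCS for 30 min at 37C. Lysates were then assayed for phospho-KAP-1 by AlphaLISA (anti-pKAP1 donor, anti-KAP1 acceptor beads), 6 hr at 25C.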
# ELG1 DNA repair – ELG1-dependent DNA repair inhibition. HEK293T ELG1-luciferase reporter, luminescence, 16 h; DNA damage induced by 5-fluorouridine. Potency, µM (series often up to 46.1 µM), without a hit: at the top dose activity change, negative = inhibition, usual class: inhibitors. 330,000 compounds, 2.3% hits. AID 504467; also: potency is read from the fitted curve at half-maximal effect; % is scaled to controls: 0 for no effect and ±100 for the full control effect; nearly all actives have a fitted effect of over 55% in size
#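 Luminescence from the luciferase reporter, measured 30 min after ONE-Glo reagent at room temperature, was the read-out. Beforehand, 2,000 cells per well were exposed for 16 hr at 37 °C to 5-fluorouridine together with compound or vehicle.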
# B2AR arrestin – beta2AR (human) beta-arrestin recruitment activity; P07550; Potency, µM (highest dose often 46.1 µM), for the others: top-dose activation, hits mostly activators; 330,000 compounds, 0.02% hits; beta-arrestin recruitment to beta2AR, cell-based reporter;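 also: potency is read from the fitted curve at half-maximal effect; 0% = DMSO controls and full agonism = EC100 isoproterenol or metaproterenol; nearly all actives have a fitted effect of over 65% in size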
# Target sequence (P07550 whole entry, looked up): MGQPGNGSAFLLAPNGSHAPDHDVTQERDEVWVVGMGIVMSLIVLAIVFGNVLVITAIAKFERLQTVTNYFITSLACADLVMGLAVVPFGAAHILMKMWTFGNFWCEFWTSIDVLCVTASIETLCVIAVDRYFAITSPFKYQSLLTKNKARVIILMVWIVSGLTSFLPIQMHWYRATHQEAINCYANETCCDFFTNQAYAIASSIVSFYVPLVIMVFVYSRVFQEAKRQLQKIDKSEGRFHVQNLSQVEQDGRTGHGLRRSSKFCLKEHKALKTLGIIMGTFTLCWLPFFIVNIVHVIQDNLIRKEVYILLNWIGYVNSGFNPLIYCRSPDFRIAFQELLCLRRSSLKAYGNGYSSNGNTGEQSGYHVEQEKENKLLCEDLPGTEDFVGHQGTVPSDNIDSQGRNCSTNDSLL
# a7 integrin act – integrin-mediated muscular dystrophy alleviation activation. 350,000 compounds, 0.064% hits. alpha7betagal myoblasts, beta-gal FDG fluorescence, 48 h. Potency, µM (highest dose often 38.3 µM), for inactives: top-dose activation, actives largely listed as activators;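 also: potency is read from the fitted curve at half-maximal effect; 100% = response of the positive control SU9516; nearly all actives have a fitted effect of over 60% in size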
#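 Alpha7betagal+/- myoblasts (passage 13) were plated 16-24 hr, then exposed to compounds (1:260 dilution of DMSO stock) for 48 hours at 37C. After MPER lysis, β-galactosidase reporter activity was read as FDG fluorescence (ex 480/em 540) after 30 minutes.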
# p53 reactivator – re-activators of mutant p53; H1299 p53-A138V BP100-luciferase reporter, luminescence, 24 h; 320,000 compounds, 0.063% hits; Potency, µM (doses to about 92.2 µM), for the others: at the top dose activity change, positive = activation, most hits filed as activators; AID 504706; also: potency is read from the fitted curve at half-maximal effect; % of control where 0% means no effect; nearly all actives have a fitted effect of over 45% in size
#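 p53-null H1299 cells stably carrying temperature-sensitive p53-A138V and a BP100-luciferase reporter were pinned with compounds (4-point, 1:5 series) and held 24 hrs at 37 deg C. Luminescence was read 10 min after detection reagent.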
# TCR act – activators of T cell receptors; primary human leukocytes, anti-CD3, IL-2 HTRF, 48 h; Potency, µM (top dose mostly 9.22 µM), without a hit: top-dose activation of IL-2 secretion, actives largely listed as activators; 330,000 tested, under 10 active; AID 504894; also: % of control where 0% means no effect
#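 Using a-CD3 beads without co-stimulation, primary human leukocytes were exposed to compounds for 48 hr. An HTRF IL-2 kit measured the cytokine, with europium-to-d2 energy transfer producing emission at 665nm upon 320nm excitation.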
# TSG101-PTAP inh – blocks PTAP/TSG101 interaction to inhibit HIV-1 budding; Q99816; Fluorescence polarization, FITC-PTAP peptide / Tsg101 binding; Potency, µM (doses to about 115 µM), for inactives: at the top dose activity change, negative = inhibition, actives largely listed as inhibitors; 340,000 tested, under 10 active; AID 493005; active = well fitted inhibition curve with a large enough effect in the main read-out, with a control signal flat, not every such curve was filed as active; inconclusive = small, poorly fitted or top-dose-only effect, or effect the other way, or a change in a side signal; inactive = no such curve, though single readings can be large or run the other way; also: potency is read from the fitted curve at half-maximal effect; % of control where 0% means no effect
# Target sequence (Q99816 whole entry, looked up): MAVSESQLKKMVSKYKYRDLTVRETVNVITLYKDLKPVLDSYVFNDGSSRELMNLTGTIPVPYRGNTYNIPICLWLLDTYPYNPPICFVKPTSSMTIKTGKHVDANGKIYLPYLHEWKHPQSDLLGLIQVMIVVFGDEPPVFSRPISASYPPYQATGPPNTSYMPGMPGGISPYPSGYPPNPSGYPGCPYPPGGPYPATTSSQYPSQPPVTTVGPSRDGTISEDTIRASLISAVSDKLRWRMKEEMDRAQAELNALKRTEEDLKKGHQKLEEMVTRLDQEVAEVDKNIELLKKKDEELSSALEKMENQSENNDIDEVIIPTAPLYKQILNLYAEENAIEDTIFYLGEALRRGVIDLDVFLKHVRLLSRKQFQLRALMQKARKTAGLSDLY
#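 Steps: Tsg101 binding domain dispensed (10 uM final), compounds pinned in DMSO, FITC-labeled PTAP-motif peptide added (50 nM final); after 20 min binding at room temperature, polarization measured.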
# BRCA1 expr up – increases BRCA1 expression | Potency, µM (top dose mostly 46.1 µM), without a hit: at the highest dose activation, hits mostly activators | AID 624202 | 380,000 compounds, 1.1% hits | MCF7-BRCA1-FFLuc reporter, luminescence, 48 h; response scale: scaled: vehicle 0%, 10 µM genistein 100%; also: potency is read from the fitted curve at half-maximal effect; nearly all actives have a fitted effect of over 80% in size; some results filed as inactive show a strong effect at the top dose
#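 Using MCF7 cells harboring a BRCA1 firefly luciferase reporter, plated 2 h before compound pinning, the screen measured luminescence after 48 h incubation. Responses were normalized to DMSO and 10 microM genistein, then fitted for concentration-effect.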
# TRPV1 agonist – activates the human vanilloid receptor TRPV1. activation, % at 8.33 µM. AID 540275. Q8NER1. TRPV1-expressing cells, Fluo-8 calcium influx, agonist mode. 320,000 compounds, 0.19% hits; in the data active = activation above about 80%; inconclusive = between about 30% and that limit; also: 0% is about no effect
#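 Cells expressing TRPV1 were dye-loaded with Fluo-8 and read kinetically: 10 s baseline, 3 min after compound (agonist portion), then 2 min after EC20 capsaicin (allosteric enhancer portion). Calcium-bound dye fluorescence at 480/520 nm.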
# Numbers without * were called inactive; ? = inconclusive; nt = no result given; [ ] = another dose, or the depositor's remark. Unless noted, calls follow the shape of the dose curve; as a rule, active = well fitted curve in the direction sought with a large enough effect; inconclusive = small, poorly fitted or top-dose-only effect, or another doubt; inactive = no such curve, though single readings can be large; an effect the other way counts as inactive or inconclusive. Rows were taken by chance. Share with any hit: about 3.8%.
SMILES,CXXC DNA block,A-T KAP1 phos,ELG1 DNA repair,B2AR arrestin,a7 integrin act,p53 reactivator,TCR act,TSG101-PTAP inh,BRCA1 expr up,TRPV1 agonist
Cc1ccc(CNc2ccc3c(c2)OCO3)cc1,21%,nt,nt,nt,-14%[7.66 µM],nt,6%,?,0%,-4
CC(C)(C)c1ccc(CS(=O)(=O)CC2(O)CCN(C(=O)c3cccc(C(F)(F)F)c3)CC2)cc1,-2%,-2%,7%,0.1%,-4%,-1%,-1%,-1%,1%[1.84 µM],4
COc1ccc(CCN2C(=O)CC(NCc3ccc4c(c3)OCO4)C2=O)cc1OC (configuration not stated),3%,-2%,-2%,0.1%,-6%,22%,6%,-6%,0%,0
CCOC(=O)c1csc(N)c1-c1ccc([N+](=O)[O-])cc1,2%,-1%,-19%,3.0%,-23%,-3%,4%,-1%,-17%,6
O=C(CSCc1cccc(Cl)c1)N1CCN(Cc2ccc3c(c2)OCO3)CC1,-1%,2%,?,0.1%,-4%,10%,-4%,0%,2%,?
CCOc1ccc(N=C(/C(C(=O)C(=O)N2CCOCC2)=C(/O)c2ccccc2)c2ccccc2)cc1,4%,-5%,?,-0.2%,13%,10%,7%,-7%,11µM*,?
CCOC(=O)CSc1nnc(CSc2nc3sc4c(c3c(=O)[nH]2)CCC4)n1C,6%,5%,4%,-0.4%,-8%,11%,0%,-8%,7%,0
Cc1ccc(C(=O)N/N=C/c2ccc(N3CCOCC3)cc2)c(C)c1,3%,1%,-5%,0.3%,3%,5%,-3%,0%,-16%,?
CC(C)C[C@H](NC(=O)C1CC(=O)N(c2ccc(F)cc2)C1)C(=O)N1CCCCC1 (some centres not stated),-3%,3%,10%,0.4%,22%,-6%,-7%,0%,-3%,-3
O=C(COC(=O)C12CC3CC(CC(Br)(C3)C1)C2)Nc1c(F)cccc1F,nt,-1%,-8%,8.0%,-15%,1%,-4%,0%,4%,nt
CCCCC(CC)C(=O)Nc1ccc(C)c(O)c1 (configuration not stated),1%,-3%,5%,-0.4%,8%,-3%,-4%,-1%,-6%,?
O=C(COC(=O)/C=C/c1ccco1)NCc1ccccc1Cl,2%,?,?,-0.2%,-26%,-1%,-4%,-2%,10%,?
COc1cccc(-c2nc(=S)c3c(n2Cc2ccco2)CCCC3)c1,-2%,-2%,?,0.3%,-32%[inhibitor],14%,nt,-8%,-68%,4
Cc1ccc2c(C)c(C(=O)N(C)C(C)c3ccon3)oc2c1C (configuration not stated),-4%,0%,?,0.2%,36%,7%,4%,-9%,10µM*,13
COc1ccccc1OCCOCCOc1c(C)cc(C)cc1Br,3%,16%,-5%,0.0%,-5%,-4%,-1%[46.1 µM],1%,-36%,-3
COC(=O)c1ccc(S(=O)(=O)N(C2CCCCC2)C2CCCCC2)n1C,-12%,-5%,-8%,3.6%,-39%,-2%,-1%,-1%,-7%,-9
O=C(NCCS(=O)(=O)N1CCN(c2ccccc2F)CC1)C1CC(=O)N(c2ccccc2)C1 (configuration not stated),1%,-3%,-27%,0.3%,5%,8%,5%,0%,4%,0
CS(=O)(=O)c1ccccc1C(=O)NCCC(c1ccccc1)c1ccccc1,5%,1%,-12%,0.0%,7%,-2%,1%,-5%,-8%,-3
Cn1cc(C(=O)Nc2ccc(F)c(F)c2)cn1,7%,7%,3%,0.2%,10%,3%,7%,0%,11%,7
COc1ccc(CCNC(=O)COc2ncnc3ccccc23)cc1OC,4%,-9%,-5%,0.2%,-16%,-1%,2%,-3%,-16%,-3
COc1ccc(C2CC(=O)c3cnc(NC(=O)c4cccc(OC)c4)nc3C2)cc1 (configuration not stated),-3%,-3%,-23%,0.5%,-3%[7.66 µM],-1%,-3%,-1%,-31%,?
CC(C)N(Cc1nnc(-c2ccccc2Cl)o1)C(=O)c1cccc(C#N)c1,14%,6%,2%,-0.1%,nt,15%,nt,nt,nt,-1
COc1cc2c(cc1NC(=O)c1ccc(C)c([N+](=O)[O-])c1)oc1ccccc12,-9%,5%,16%,-0.2%,27%,-4%,2%[46.1 µM],-1%,-54%,-6
CCCCn1c(SCC(=O)N2CC(C)CC(C)C2)nc2cc(S(N)(=O)=O)ccc21 (configuration not stated),-8%,7%,?,0.1%,-19%,-2%,-7%,-6%,-7%,22
COc1ccc(N2C(=O)CC(NNC(=O)c3ccco3)C2=O)cc1 (configuration not stated),5%,8%,4%,-0.3%,43%,0%,-1%,-2%,18%,0
SMILES,CXXC DNA block,A-T KAP1 phos,ELG1 DNA repair,B2AR arrestin,a7 integrin act,p53 reactivator,TCR act,TSG101-PTAP inh,BRCA1 expr up,TRPV1 agonist
COc1ccccc1NC(=O)Cc1nnc(SCC(=O)c2ccc(F)cc2)n1C,6%,-6%,-8%,0.3%,-1%,-3%,-4%,-4%,-21%,2
COc1cccc(-c2nc(CS(=O)(=O)CC(=O)Nc3cccc(C)c3C)c(C)o2)c1,-5%,16%,-19%,-0.1%,5%,5%,4%,-3%,-43%,17
O=C(COc1ccc(S(=O)(=O)N2CCCC2)cc1)NCc1ccccn1,6%,-1%,2%,-0.3%,-22%,-2%,-5%,-3%,5%,-1
Cn1cnc2cc(NC(=O)c3cccs3)ccc21,-17%,-5%,?,-0.8%,-54%[inhibitor],5%,-3%,-4%,?,-3
COc1cccc2cc(C(=O)Nc3cc(Cl)ccc3N3CCOCC3)c(=O)oc12,-3%,-8%,-7%,-1.0%,13%,13%,-124%,-5%,-10%,4
O=C(CNC(=O)c1ccco1)N/N=C/c1ccc(O)cc1O,21%,4%,6%,0.0%,?,7%,1%,-2%,-16%,-2
NS(=O)(=O)c1ccc(N2N=C(c3ccccc3)CC2c2ccccc2Br)cc1 (configuration not stated),nt,21%,8%,2.8%,28%,-5%,-1%[46.1 µM],1%,-9%,nt
CC(C)CCN1CCN(Cc2cccn2-c2ccc(Cl)cn2)CC1CCO (configuration not stated),5%,1%,3%,0.1%,-10%,0%,-1%,-6%,-40%,-1
COc1ccc(C(=O)NC(C)c2nc3ccccc3n2C)cc1OC (configuration not stated),-7%,-10%,4%,0.0%,4%,-10%,-1%,-7%,2%,7
Cn1cccc1C(=O)NC(=O)COC(=O)c1cc([N+](=O)[O-])ccc1Cl,-5%,-15%,0%,0.1%,-2%,-1%,8%,-8%,-7%,1
CCn1cc(CN2CCC(n3nccc3NC(=O)c3ccccc3C)CC2)cn1,-4%,5%,1%,0.6%,5%,13%,-6%,nt,-3%,-3
c1ccc(NCC2OCc3ccccc3CO2)cc1,7%,3%,?,4.5%,19%,?,-6%[46.1 µM],-6%,?,3
Cc1[nH]c(=O)c(C#N)c(C)c1Br,1%,?,14%,0.1%,7%,-1%,-8%,1%,-6%,10
COc1ccc(OC)c(N2Cc3cc(C)c(C)cc3C2)c1,0%,-5%,15%,-0.4%,-34%,11%,-6%,-3%,-1%,5
COc1ccc(-n2c(Cc3cc(=O)[nH]c(=O)[nH]3)nnc2SCC(=O)N2CCCC2)cc1,-1%,12%,-1%,0.0%,0%,-3%,-2%,-2%,0%,nt
C=CC(COCc1ccccc1)N(Cc1ccccc1)S(=O)(=O)c1ccccc1Br (configuration not stated),13%,8%,11%,-0.4%,-24%,7%,1%,0%,-4%,2
CCOCCCNC(=O)C(NC(=O)c1ccc(NC(C)=O)cc1)c1ccc(Cl)cc1 (configuration not stated),?,4%,-2%,-0.9%,11%,-8%,-3%[46.1 µM],0%,2%,-2
O=C(c1ccccc1F)N1CCc2ccccc21,-3%,6%,2%,0.4%,?,-2%,1%,-4%,4%,0
O=S(=O)(/N=C(/Nc1ccc(F)cc1F)c1ccccc1)c1ccccc1,3%,1%,10%,-0.6%,4%,1%,-9%,2%,-3%,3
O=C(O)c1cn(-c2ccc(F)cc2)c(=O)c2ccccc12,-8%,-4%,0%,-0.5%,-35%,18%,1%,0%,-3%,-3
CNC(=O)c1c[nH]c2ccc(S(=O)(=O)Nc3cccc(SC)c3)cc2c1=O,12%,-9%,-24%,0.4%,0%,-1%,8%,-1%,-26%,1
CC(=O)N1c2ccc(S(=O)(=O)N3CCC(C(=O)NCc4ccccc4Cl)CC3)cc2CC1C (configuration not stated),-13%,4%,23µM*,2.8%,?,9%,2%,-5%,4%,3
CC[C@@H](C)CN1C(=O)N[C@@H](c2ccccc2)C(C(C)=O)=C1C,nt,nt,nt,nt,11%,nt,-4%,-4%,22%,nt
Fc1c(F)c(C(F)(F)F)c(F)c(F)c1N1CCN(c2ccc3nnc(C(F)(F)F)n3n2)CC1,6%,1%,-18%,-0.4%,6%,1%,0%,-2%,-23%,3

# Screening results deposited in PubChem by National Center for Advancing Translational Sciences (NCATS).
